RAD52 anneal inh – RAD52 DNA annealing inhibitors, primary screen, biochemical, FRET, single point, set 2 | DNA repair protein RAD52 homolog (Homo sapiens), P43351 | recombinant RAD52 DNA annealing, FRET fluorescence | inhibition, % at 18.7 µM | 360,000 compounds, 0.46% hits | AID 651710, 2012;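 active = every replicate showing at least 50% inhibition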
Target sequence (P43351 whole entry, looked up): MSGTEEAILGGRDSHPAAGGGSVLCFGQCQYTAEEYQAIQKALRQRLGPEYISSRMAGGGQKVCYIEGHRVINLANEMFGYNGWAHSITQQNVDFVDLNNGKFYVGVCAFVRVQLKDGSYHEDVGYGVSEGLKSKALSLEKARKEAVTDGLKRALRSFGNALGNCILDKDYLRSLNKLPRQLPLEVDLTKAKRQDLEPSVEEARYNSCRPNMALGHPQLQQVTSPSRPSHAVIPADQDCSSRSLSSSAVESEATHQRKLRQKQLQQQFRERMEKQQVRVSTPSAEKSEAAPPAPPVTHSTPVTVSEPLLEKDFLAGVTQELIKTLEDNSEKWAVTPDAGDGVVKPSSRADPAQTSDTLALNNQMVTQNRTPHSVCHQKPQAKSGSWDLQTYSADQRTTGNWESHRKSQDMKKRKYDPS
RAD54 branch – inhibitors of human RAD54 branch migration, primary screen, biochemical, fluorescence, single point; 360,000 compounds, 0.14% hits; inhibition, % at 10.4 µM; RAD54 Holliday junction branch migration, FAM/BHQ fluorescence;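 active = mean normalized replicate activity at least 40 and at least half of replicates scoring 40 or more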;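 also: 0% = median of neutral control wells and 100% = median of positive control wells; inhibitors cause a drop in the FAM fluorescence signal; in these data hits start at about 50%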
Xi reactivation – activators of inactive X chromosome reactivation, primary screen, imaging, XiGFP fibroblasts, GFP high-content imaging, set 2; XiGFP mouse fibroblasts, % GFP-positive cells imaging, 3 d; cells co-treated with 5-aza-dC sensitizer; scaled so ellipticine positive control = 100%; activation, % at 7.58 µM; 360,000 compounds, 0.055% hits; AID 743238, 2013;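 active = mean normalized replicate activation at least 10% and every replicate at or above 10%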;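 also: 0% = median of on-plate neutral control wells and 100% = ellipticine 6 µM median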
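material = 68-5-11 XiGFP fibroblast line | medium = DMEM plus 5-aza-dC sensitizer | schedule = 3 days compound exposure | benchmarks = positive control ellipticine, 6 µM final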
EWS-Fli inh – EWS/Fli-driven NR0B1 reporter inhibitors, primary screen, A673 cells, NR0B1 luciferase, luminescence, MLPCN library | 350,000 compounds, 0.67% hits | viability-normalised | inhibition, % at 12.6 µM;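 active = mean inhibition of at least 50% after viability correction, with every replicate also passing that limit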;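 also: firefly luciferase signal divided by Alamar Blue viability fluorescence both relative to DMSO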
E-sel inducer – E-selectin induction in HUVECs, primary screen, imaging, HUVEC, immunofluorescence imaging, single point. P16581. activation, % at 7.58 µM. 260,000 compounds, 0.37% hits. normalized: neutral wells 0, TNF-alpha wells 100. AID 686992, 2013;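 active = mean E-selectin-positive cell signal at least 10% of the positive control, reached in at least 60% of replicates, without over 20% cell loss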;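 also: in these data hits start at about 27%; measured in HUVEC primary endothelial cells; signal is the percent of cells scored E-selectin positive by PE staining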
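System: HUVEC / Compound: single concentration / Signal: immunofluorescence imaging / Read-out: percent E-selectin-positive cells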
S100A4 inh HTS – inhibitors of S100A4-myosin IIA peptide binding, primary screen, biochemical, fluorescence polarization, TAMRA-MyoIIA peptide | Protein S100-A4 (Homo sapiens), P26447 | inhibition, % at 10.7 µM | 360,000 compounds, 0.14% hits;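 active = mean inhibition of at least 70% across replicates, with every replicate also reaching that level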
Target sequence (P26447 whole entry, looked up): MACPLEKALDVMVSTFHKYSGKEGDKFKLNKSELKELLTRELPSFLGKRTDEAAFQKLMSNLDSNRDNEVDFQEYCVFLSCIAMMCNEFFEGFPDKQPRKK
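incubation = readout 5 min after mixing, signal stable up to 60 min | system = S100A4 monomer protein | buffer or medium = HEPES pH 7.2 with CaCl2, KCl, NaCl, DTT, Triton | benchmarks = neutral control DMSO, positive control TFP | also added = fluorescent myosin IIA peptide, 5 nM | compound dosing = one concentration per compound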
FN deposition inh – inhibitors of fibronectin matrix deposition, primary screen, AH1F cells, Alexa488-fibronectin fluorescence, plate reader; AH1F fibroblasts, overnight; inhibition, % at 12.6 µM; 350,000 compounds, 0.086% hits; AID 743247, 2014;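 active = mean inhibition across replicates of 30% or more, regardless of how many single replicates reach that level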;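 also: positive control wells lacked labelled fibronectin entirely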
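material = AH1F fibroblast monolayer depositing Alexa488-labelled fibronectin into matrix | amount = 10000 AH1F cells/well | buffer or medium = DMEM plus 2% serum, read in PBS | incubation = 1 h cell adhesion before compound, then overnight fibronectin incubation | detection = fluorescence at 485 nm excitation, 525 nm emission | evaluation = percent inhibition as loss of matrix-bound fibronectin fluorescence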
esBAF inh – Bmi1 luciferase reporter increase in mESCs, primary screen, esBAF inhibitor project, mouse ES cells, Bmi1 luciferase knock-in, single point; 24 h; 100% = twice the neutral-well signal; reporter increase, % at 12.5 µM; 350,000 compounds, 2% hits; AID 602393, 2012; in the data active = activation above about 40%;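 also: 0% = median of the plate's neutral control wells and 100% = double that signal; a rise in the Bmi1 reporter signal indicates esBAF inhibition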
Starred values were filed as active, the others as inactive; nt = not tested or not shown; & = joins results of further samples.

SMILES	RAD52 anneal inh	RAD54 branch	Xi reactivation	EWS-Fli inh	E-sel inducer	S100A4 inh HTS	FN deposition inh	esBAF inh
CC(C)N(C(=O)Cn1cc(S(=O)(=O)CC(=O)N2CCOCC2)c2ccccc21)C(C)C	-13	-3	0.2	1	-1.5	28	2	nt
O=C1NC2=C(CCc3ccccc32)C(c2ccccc2)N1 (stereo not given)	-18	5	0.0	-30	1.2	-4	-3	nt
CC(C)c1ccc(C2OC(CCc3ccccc3)Cc3[nH]c(=S)[nH]c(=O)c32)cc1 (stereo not given)	-8	nt	0.0	-2	-0.2	-3	nt	nt
O=C(O)CCn1c(=O)c2ccccc2c2ccccc2c1=O	3	-22	nt	nt	nt	-1	nt	0
O/N=C(/c1ccc(Cl)cc1)C1CC1c1ccccc1 (stereo not given)	-9	2	0.2	-13	nt	-1	-2	9
COc1ccc(S(=O)(=O)Nc2ccc3c(c2)C(=O)N([C@@H](C)CO)C[C@@H](C)[C@@H](CN(C)Cc2ccc(C(=O)Nc4ccccc4N)cc2)O3)cc1	-19	-11	-0.1	49	34*	6	nt	-26
CC(=O)C[C@H](O)CC(=O)[C@@H]1OC(=O)CCCCCc2ccccc21	-11	-2	0.4	1	-0.2	0	-2	0
C[C@H]1CN([C@@H](C)CO)C(=O)Cc2cc(NS(=O)(=O)c3ccc(F)cc3)ccc2O[C@@H]1CN(C)Cc1ccncc1	0	-1	0.3	-3	0.0	-4	6	1
CN(CC(=O)Nc1ccccc1Oc1ccccc1)Cc1ccccc1F	nt	nt	0.0	nt	-0.1	nt	2	-8
O=C(Nc1cc(Cl)ccc1N1CCCC1)C1=NN(c2ccccc2)C(=O)CC1	-7	4	0.2	7	nt	-8	8	-5
COc1ccccc1CCNC(=O)C1CCC(=O)N(Cc2cccc(F)c2)C1 (stereo not given)	-13	-7	0.0	nt	0.4	2	5	28
COc1cc(Cl)c(C)cc1NC(=O)COC(=O)C(NS(=O)(=O)c1ccc(Cl)cc1)C(C)O (stereo not given)	nt	0	0.8	nt	nt	nt	-5	-6
NC(=O)C1=C[C@@H](C2CCCCC2)C[C@@H](OCc2ccc(CO)cc2)O1	-6	-6	0.1	-9	-0.1	2	-1	24
COc1ccc(N2CCN(C(=O)c3cc(=O)c4cc(C)cc(C)c4o3)CC2)cc1	-3	-3	0.1	1	nt	5	3	-2
CCCn1c(SCC(=O)NC2CCCC2)nc2c1c(=O)n(C)c(=O)n2C	-6	3	0.5	-5	-0.4	-1	-7	-8
C1CC2CN(c3nc4nonc4nc3N3CCSCC3)CCN2C1 (stereo not given)	-32	nt	0.0	4	-0.5	-5	7	nt
CC1CCCN(S(=O)(=O)c2ccc(NC(=O)C3CCN(C(=O)c4ccco4)CC3)cc2)C1 (stereo not given)	-7	14	0.0	14	nt	-13	6	8
CCS(=O)(=O)Nc1ccc(Cc2ccc(NS(=O)(=O)CC)cc2)cc1	-4	0	nt	7	nt	-3	nt	0
CC(C)(C)OC(=O)NCc1ccc(NC(=O)c2nc[nH]c2C(=O)Nc2cc(Br)ccc2F)cc1	-8	-8	0.1	15	0.3	28	8	-7
COc1cc2c(cc1OC)C(SC)=NC(C)(C)C2	-13	nt	nt	21	nt	-10	nt	4
C[C@H](CO)N1C[C@H](C)[C@H](CN(C)Cc2ccc(C(=O)O)cc2)Oc2ncc(-c3ccc(F)cc3)cc2C1=O	10	4	-0.3	-10	0.2	10	nt	-4
C[C@H](CO)N1C[C@H](C)[C@@H](CN(C)S(=O)(=O)c2cccs2)Oc2c(NS(=O)(=O)c3ccccc3)cccc2C1=O	-3&-46	-14	-0.1&0.0	-9&-2	-0.1&-0.2	2&3	-48	6
O=C(NCC1CC1)[C@@H]1[C@@H](CO)[C@@H]2Cn3c(ccc(-c4ccccc4)c3=O)[C@@H]2N1CC1CC1	-8	5	0.2	2	-0.4	-6	nt	1
C[C@@H]1CCCCO[C@H](CN(C)Cc2ccc(Cl)c(Cl)c2)[C@@H](C)CN([C@H](C)CO)C(=O)c2cc(N(C)C)ccc2O1	-2&3	4&0	0.2&-0.9	2	-0.4&-0.2	2&58	-2	-2&-3
CCC(CC)c1nnc(NC(=O)CSCc2c(C)noc2C)s1	-9	nt	-0.1	4	0.0	-10	nt	nt

Pulled by structure from the list above (five):
SMILES	RAD52 anneal inh	RAD54 branch	Xi reactivation	EWS-Fli inh	E-sel inducer	S100A4 inh HTS	FN deposition inh	esBAF inh
CCC(CC)c1nnc(NC(=O)CSCc2c(C)noc2C)s1	-9	nt	-0.1	4	0.0	-10	nt	nt
COc1ccccc1CCNC(=O)C1CCC(=O)N(Cc2cccc(F)c2)C1 (stereo not given)	-13	-7	0.0	nt	0.4	2	5	28
O=C1NC2=C(CCc3ccccc32)C(c2ccccc2)N1 (stereo not given)	-18	5	0.0	-30	1.2	-4	-3	nt
O=C(O)CCn1c(=O)c2ccccc2c2ccccc2c1=O	3	-22	nt	nt	nt	-1	nt	0
CC(C)c1ccc(C2OC(CCc3ccccc3)Cc3[nH]c(=S)[nH]c(=O)c32)cc1 (stereo not given)	-8	nt	0.0	-2	-0.2	-3	nt	nt

New compounds follow.
SMILES	RAD52 anneal inh	RAD54 branch	Xi reactivation	EWS-Fli inh	E-sel inducer	S100A4 inh HTS	FN deposition inh	esBAF inh
C[C@H](CO)N1C[C@H](C)[C@@H](CN(C)C(=O)Nc2ccc(F)cc2)Oc2ccc(NC(=O)Nc3ccc(F)cc3)cc2C1=O	21	2	0.2	0	-0.2	2	nt	-1
Cc1ccc(C2CC(c3cccs3)=NN2S(=O)(=O)c2ccc(C)cc2)cc1 (stereo not given)	-37	8	0.0	6	-1.8	0	-1	nt
O=C(CSc1ccc(-c2ccccn2)nn1)c1ccccc1	-18	nt	-0.7	-69	nt	0	-1	nt
COc1cccc(CSc2ccc(S(=O)(=O)N3CCOCC3)cc2C(=O)NCC2CCCO2)c1OC (stereo not given)	-5	nt	0.2	8	-3.6	-3	-14	nt
CCOc1cccc(CN2CCC(CCC(=O)NC3CC3)CC2)c1O	-11	-5	0.0	-6	-0.1	-38	5	-7
O=C(N/N=C1\C(=O)c2cccc3cccc1c23)c1ccc(O)cc1	-28	nt	-0.1	-52	-0.4	8	-7	nt
Nc1nonc1-n1nnc(C(=O)N/N=C/c2cccc(Cl)c2)c1CSc1ccccc1	-19	-5	0.1	-2	6.4	7	-3	nt
CO[C@@H]1CN(C)C(=O)c2cc(NC(=O)c3cc(C)on3)ccc2OC[C@@H](C)N(C)C[C@@H]1C	8	4	0.2	-3	-0.1	-1	nt	2
C[C@H]1CCCCO[C@H](CN(C)S(=O)(=O)c2ccccc2)[C@@H](C)CN([C@@H](C)CO)C(=O)c2cc(NC(=O)CCCN(C)C)ccc2O1	25	12	0.2	-8	-0.1	-34	4	5
CCCC#Cc1cnc2c(c1)C(=O)N([C@H](C)CO)C[C@@H](C)[C@@H](CN(C)C(=O)Cc1cccnc1)O2	-8	0	0.2	-4	0.1	6	3	-3
CC(=O)NCC1CCCN(C(=O)c2oc3c(F)cccc3c2C)C1 (stereo not given)	0	-8	0.0	4	0.2	-1	-2	2
COc1ccccc1S(=O)(=O)N[C@H]1CC[C@H](CC(=O)N2CCCCC2)O[C@@H]1CO	8	-13	-0.2	-9	3.1	8	nt	2
O=C1C(=Cc2ccccn2)CCc2ccccc21	-14	-6	-0.2	-44	4.3	-14	nt	64*
Nc1ccccc1SC1CC(=O)N(c2ccc(Cl)c(Cl)c2)C1=O (stereo not given)	-9	-4	-0.1	2	-1.7	2	7	3
Cc1cccc(NS(=O)(=O)c2cccc(C(=O)Nc3cccc(C(=O)O)c3)c2)c1	-21	-8	0.1	-1	0.0	2	6	-7
CC[C@@H](C)C(NC(=O)OC(C)(C)C)c1cn([C@@H](CCC(=O)OC(C)(C)C)C(=O)N2CCN(C(=O)OC(C)(C)C)CC2)nn1 (stereo not given in full)	-15	2	-0.1	1	-0.2	-7	-6	13
COc1ccc(C(=O)OCC(=O)NC(C)CCc2ccccc2)cc1 (stereo not given)	-6	1	0.1	-2	-0.2	-1	1	-8
Cc1ccc(C(=O)N2CCCC(N(C)Cc3ccccc3)C2)s1 (stereo not given)	-8	-1	0.1	nt	0.7	-1	8	4
NC(=O)C1(N2CCCCC2)CCN(C(=S)Nc2ccc(F)c(Cl)c2)CC1	-16	nt	0.2	-8	nt	0	0	nt
COc1ccc(NC(=O)C2C3C=CC4(O3)C2C(=O)N(CCCN2CCCCC2)C4C(=O)NC2CCCC(C)C2C)cc1 (stereo not given)	-5	5	0.2	13	nt	2	-3	-1
CNC[C@H]1Oc2ccc(NC(=O)Cc3cn(C)c4ccccc34)cc2CC(=O)N([C@H](C)CO)C[C@H]1C	10	-4	0.1	17	1.7	5	nt	1
CC(=O)Nc1cccc(-c2ccnc3c2CC(C)(C(=O)Nc2cccc(NS(C)(=O)=O)c2)O3)c1 (stereo not given)	-13	-4	0.0	14	0.2	-3	-5	5
COc1cccc(S(=O)(=O)N2CCC3(CC2)CN(C(=O)Nc2cccc(F)c2)[C@@H](CO)c2[nH]c4cc(OC)ccc4c23)c1	4	nt	2.9	23	-0.8	2	nt	nt
Nc1nc(Cl)cc(Oc2ccccc2F)n1	-3	nt	0.0	3	-0.3	-1	3	3
Cc1ccc(S(=O)(=O)N(C)C[C@@H]2Oc3cc(Br)ccc3S(=O)(=O)N([C@H](C)CO)C[C@@H]2C)cc1	12	1	0.2	-3	-0.1	8	nt	0
C[C@H]1CN([C@@H](C)CO)C(=O)c2cccc(NS(C)(=O)=O)c2O[C@@H]1CN(C)C(=O)Nc1cccc2ccccc12	2	-4	0.0	nt	-3.7	11	nt	-3
CN(CC(=O)NCc1ccncc1)S(=O)(=O)c1ccc2ccccc2c1	-7	nt	0.2	4	nt	3	1	1
COc1cccc(CNC(=O)[C@H]2N[C@H]3c4ccc(/C=C/c5ccccc5)c(=O)n4C[C@H]3[C@@H]2CO)c1	-24	-12	0.0	0	0.1	8	nt	6
